Screening results deposited in PubChem BioAssay by Southern Research Specialized Biocontainment Screening Center.
H37Rv inhibition: M. tuberculosis growth inhibition, HTS (AID 449762); M. tuberculosis H37Rv growth inhibition, 7H9 media; higher % means a stronger effect; hit rate 0.59% among 330,000; inhibition, % at 25 µM; hits with a dose series show IC50 in µM; in the data active = a potency from the dose series; inconclusive = inhibition above about 70% without an active follow-up result;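 note: bacterial growth assessed after seven days of incubation; strong numbers were not always called active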
inhibitors of VEEV: inhibitors of VEEV TC-83 cytopathic effect, confirmation, Vero cells (AID 588727); Vero cells, VEEV TC-83 cytopathic effect inhibition; higher % means a stronger effect; inhibition, % at 20 µM, or IC50 in µM where a hit was titrated; hit rate 0.13% among 350,000; in the data active = a potency from the dose series; inconclusive = inhibition mostly from about 14% at the one dose, without a potency; inactive = the rest, 99 in 100 with inhibition below about 12%; note: strong numbers were not always called active
tuberculosis growth: growth inhibition of non-replicating M. tuberculosis (AID 488890); Mycobacterium tuberculosis non-replicating, growth inhibition; higher % means a stronger effect; one-dose inhibition, % at 25 µM; IC50 in µM for titrated hits; hit rate 0.39% among 320,000; in the data active = a potency from the dose series; inconclusive = inhibition mostly from about 82% at the one dose, without a potency; inactive = the rest, 99 in 100 with inhibition below about 76%;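 note: plate controls were DMSO cells for no effect and high antibiotic wells for full effect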
PhoP GFP inhibition: Inhibition of PhoP regulon, Salmonella typhi GFP reporter cells, confirmation, 4 h (AID 1850); Salmonella Typhi PhoP-promoter GFP reporter, fluorescence, 4 h; higher % means a stronger effect; inhibition, % at 50 µM; hits with a dose series show IC50 in µM; hit rate 0.33% among 310,000; in the data active = a potency from the dose series; inconclusive = inhibition mostly from about 25% at the one dose, without a potency; inactive = the rest, 99 in 100 with inhibition below about 19%;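 note: 0% = induced wells with vehicle and 100% = uninduced wells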
influenza NS1A: H1N1 influenza NS1A inhibitors, functional cell based assay (AID 504329); NS1A functional cell-based assay, percent inhibition; higher % means a stronger effect; inhibition, % at 12.5 µM, or IC50 in µM where a hit was titrated; hit rate 0.3% among 340,000; in the data active = a potency from the dose series; inconclusive = inhibition above about 27% without an active follow-up result; note: strong numbers were not always called active
inhibitors of VEEV 10K pilot screen: second read-out of inhibitors of VEEV, no call of its own (marks repeat the call); inhibition, %; measured here: 10K pilot screen inhibition
The depositor's hits bear a star; i = inactive; ? = inconclusive; / = not tested or not shown.

SMILES | H37Rv inhibition | inhibitors of VEEV | tuberculosis growth | PhoP GFP inhibition | influenza NS1A | others
COc1ccc(C(=O)COC(=O)C2CCC(=O)N2)cc1 (stereo unspecified) | 5% | 0.2% | 0% | 8% | -15%
Cc1cc(NC(=O)CSc2nc3cc(Cl)ccc3c(=O)n2Cc2ccco2)no1 | -11% | 0.7% | -8% | 7% | 3%
Fc1cccc(CN2CCN(c3ncccn3)CC2)c1 | -9% | 2.6% | -7% | -5% | 0%
NC(=O)c1ccccc1O | -4% | 0.9% | -5% | -2% | 4%
CC(Sc1ccc(Br)cc1)C(N)=O (stereo unspecified) | 0% | 2.2% | 77% | 0% | -4%
COc1cccc(CN(C)c2nc(-c3cccs3)nc3ccccc23)c1 | 10% | 0.4% | 41% | -5% | -2%
CCOc1ccccc1N1CC(C(=O)N(Cc2nnc(-c3ccccc3Cl)o2)C2CC2)CC1=O (stereo unspecified) | -1% | 8.0% | 15% | 2% | -7%
COc1cc2c(c(OC)c1OC)C(c1ccccc1C)CC(=O)O2 (stereo unspecified) | / | 0.4% | / | / | -4%
COC(=O)c1ccc(COc2ccc(Cl)cc2)o1 | 5% | 0.1% | 77% | 4% | -1%
Cc1nc2ccccc2cc1OCc1ccccc1 | 7% | i | ? | 2% | 1%
O=C(c1cccs1)N1CCN=C1SCc1ccc(F)cc1 | -4% | 4.7% | -8% | 5% | -6%
COC(=O)c1sccc1NC(=O)Nc1cccc(Cl)c1Cl | -2% | 0.4% | -6% | -3% | 3%

Part of the list above in order of length of the SMILES, low to high.
SMILES | H37Rv inhibition | inhibitors of VEEV | tuberculosis growth | PhoP GFP inhibition | influenza NS1A | others
NC(=O)c1ccccc1O | -4% | 0.9% | -5% | -2% | 4%
COC(=O)c1ccc(COc2ccc(Cl)cc2)o1 | 5% | 0.1% | 77% | 4% | -1%
COC(=O)c1sccc1NC(=O)Nc1cccc(Cl)c1Cl | -2% | 0.4% | -6% | -3% | 3%
Cc1cc(NC(=O)CSc2nc3cc(Cl)ccc3c(=O)n2Cc2ccco2)no1 | -11% | 0.7% | -8% | 7% | 3%

Continuation:
SMILES | H37Rv inhibition | inhibitors of VEEV | tuberculosis growth | PhoP GFP inhibition | influenza NS1A | others
CCCNC(=O)COC(=O)CCC(=O)c1cccs1 | -2% | i | 44% | -6% | -3%
O=C(NN1C(=O)CSC1=S)C(=O)NN1C(=O)CSC1=S | 3% | 0.4% | -21% | 4% | 11%
O=C(COC(=O)/C=C/c1ccc(Br)o1)Nc1ccc2[nH]c(=O)[nH]c2c1 | -2% | 1.9% | -8% | 10% | -5%
Cc1ccc(-c2nc3ccccc3c(=O)n2-c2cccc(C)n2)cc1 | 1% | 3.3% | -5% | 11% | /
Cc1ccc2nc(SCC(=O)N3c4ccccc4CC3C)c(C)cc2c1 (stereo unspecified) | 1% | 0.5% | -5% | 3% | 0%
CC(NC(=O)c1ccco1)C(=O)NC(C)c1cc(F)c(Cl)cc1Cl (stereo unspecified) | 8% | 1.1% | 0% | -4% | -6%
CC(C)(C)OC(=O)N1CCC(C(=O)Nc2cccc(C(=O)NCCCCc3ccccc3)c2)CC1 | / | i | / | / | -1%
CC(C)N(Cc1nc(-c2ccccc2)no1)C(=O)C(C)(C)C | -11% | 4.3% | 8% | -4% | 0%
CCCN1C(=O)C(NC(C)=O)c2ccccc21 (stereo unspecified) | -1% | 0.5% | 2% | 8% | -2%
NS(=O)(=O)c1ccc(CCNC(=O)C2CCC(CNS(=O)(=O)c3ccc(Br)s3)CC2)cc1 (stereo unspecified) | 0% | 1.4% | 0% | -2% | 3%
COc1cccc(NC(=O)c2ccccc2-c2ccccc2)c1 | 6% | 0.1% | 6% | -1% | -4%
CCN(C(=O)COC(=O)c1cc(NS(=O)(=O)c2ccc(Cl)c([N+](=O)[O-])c2)ccc1O)C1CCCCC1 | -6% | 4.5% | 6% | 13% | -12%

Retrieved by compound from the list above (three):
SMILES | H37Rv inhibition | inhibitors of VEEV | tuberculosis growth | PhoP GFP inhibition | influenza NS1A | others
Cc1nc2ccccc2cc1OCc1ccccc1 | 7% | i | ? | 2% | 1%
CC(C)N(Cc1nc(-c2ccccc2)no1)C(=O)C(C)(C)C | -11% | 4.3% | 8% | -4% | 0%
COc1cc2c(c(OC)c1OC)C(c1ccccc1C)CC(=O)O2 (stereo unspecified) | / | 0.4% | / | / | -4%

The results go on:
SMILES | H37Rv inhibition | inhibitors of VEEV | tuberculosis growth | PhoP GFP inhibition | influenza NS1A | others
CC1=C(C(=O)Nc2ccccc2F)C(c2ccsc2)C2=C(CC(C)(C)CC2=O)N1 (stereo unspecified) | -2% | 0.2% | 25% | -2% | -23%
CCCN(CC(=O)Nc1ccc(F)c(F)c1F)C(=O)CN1C(=O)NC2(CCCCC2)C1=O | / | 1.6% | / | / | -13%
CC(C)OP(=O)(c1ccc(N(C)C)cc1)C(O)c1cccnc1 (stereo unspecified) | -3% | i | -8% | -4% | 10%
CCCOc1ccc2c3c(c(=O)oc2c1)CCCC3 | 7% | 0.6% | 15% | 6% | -2%
Cc1ccc(-c2c(C#N)c(N)nc3c2CCCC3)s1 | 0% | 0.2% | -1% | 5% | 25%
O=C(Cn1cnc2ccccc21)Nc1cccc(S(=O)(=O)N2CCCC2)c1 | 6% | 0.8% | 43% | / | -2%
Cc1cc2ccccc2nc1SCC(=O)N1c2ccccc2CC1C (stereo unspecified) | 3% | 1.3% | -5% | -1% | 11%
Nc1nc2ccccc2nc1N1CCCC1 | -8% | 0.6% | -2% | -5% | 3% | inhibitors of VEEV 10K pilot screen=2.1
CN1CCN(c2ccc(NC(=O)CN3CCOCC3)cc2F)CC1 | -5% | 0.8% | 14% | 11% | -5%
CCSc1nnc(Cn2c(=O)sc3ccccc32)n1-c1ccccc1C | -2% | i | 3% | 2% | -2%
CCCN(CCC)CCCNC(=O)c1cc2c(=O)[nH]c3ccccc3c2n1C | -1% | i | 5% | 13% | -6%
O=C(NCc1ccccn1)Nc1cc(Cl)cc(Cl)c1 | 47% | 1.4% | 68% | -5% | -20%
CCCNc1nc2c(c(=O)n(C)c(=O)n2C)n1Cc1cccc(C)c1 | -2% | 0.8% | 10% | 4% | -13%
Cc1cc(NC(=O)COC(=O)CCNS(=O)(=O)c2ccccc2)n(-c2ccccc2)n1 | 1% | 3.1% | -1% | 8% | -8%
CCCCN(C(=O)CN1CC(C)OC(C)C1)c1c(N)n(CC(C)C)c(=O)[nH]c1=O (stereo unspecified) | 1% | 2.2% | -13% | -8% | 0%
COC(=O)c1ccc(C2/C(=C(\O)c3cccc(OC)c3)C(=O)C(=O)N2CCCN(C)C)cc1 (stereo unspecified) | -4% | 1.4% | -2% | 0% | -3%
CCCCn1c(SCC2CCCO2)nc2cc(S(N)(=O)=O)ccc21 (stereo unspecified) | -3% | 2.9% | 1% | 2% | 5%
COc1ccc(CCNC(=O)CCN2C(=O)C3CC=CCC3C2=O)cc1OC (stereo unspecified) | 3% | 0.3% | 19% | -10% | -2%
CC(CC(=O)Nc1ccncc1)c1ccccc1 (stereo unspecified) | -3% | 0.5% | -2% | 4% | -3%
NS(=O)(=O)c1ccc2nc(NC(=O)Nc3ccccc3F)sc2c1 | 8% | 2.5% | -11% | 3% | -3%
COc1cccc(CC2(CO)CCCN(Cc3ccc(CO)o3)C2)c1 (stereo unspecified) | -4% | 0.3% | -9% | -6% | 12%
O=C(CC1OC(=O)c2ccccc21)Nc1ccccc1N1CCOCC1 (stereo unspecified) | 1% | 4.6% | 8% | 0% | -1%
CN(Cc1ccccc1)C(=O)c1cccnc1 | -2% | i | -3% | -2% | -1%
O=C(CSCc1ccc([N+](=O)[O-])cc1)N/N=C/c1cccnc1 | 3% | 1.9% | 5% | -5% | -4%
COc1cc(OC)c(OC)cc1/C=C/c1ccnc2ccccc12 | / | 9.4% | / | / | -7%
CC1CCCC(C)N1S(=O)(=O)c1ccc(S(=O)(=O)NCCc2ccncc2)cc1 (stereo unspecified) | 2% | i | 9% | 22% | -2%
COc1cc2sc3cc(NCc4ccc5c(c4)OCO5)ccc3c(=O)c2cc1OC | 9% | 7.7% | ? | / | -5%
CC(C)c1ccc(-c2c(NCCc3ccccc3)c(=O)c2=O)cc1 | 4% | i | -3% | 2% | 0%
COc1ccc(-c2cnc(N)nc2-c2ccc(OC)cc2)cc1 | 12% | 0.1% | 4% | -17% | -6%
Cc1cc(C)n2nc(CNS(=O)(=O)c3ccc([N+](=O)[O-])cc3)nc2n1 | -4% | 0.7% | -3% | 5% | -5%
Cc1ccc(NC(=O)Cn2nnc3ccccc3c2=O)cc1 | -11% | 1.2% | -5% | 0% | -6%
CC1=CC(=C2C(=O)NC(=O)NC2=O)C=C(C(F)(F)F)N1C(C)C | -16% | 2.6% | 3% | -10% | -7%
CC1CN(/C=C/C=O)C(C)CC1OC(=O)c1ccccc1 (stereo unspecified) | 0% | 0.6% | 2% | 3% | -1%
CCC/C=N/NC(=O)c1[nH]c2c([N+](=O)[O-])cccc2c1C | 8% | i | 10% | -5% | 0%
Oc1ccc(N=Nc2c(O)ccc3ccccc23)cc1 | ? | 0.2% | 32% | -14% | 18µM*
CN(c1ccccc1)S(=O)(=O)c1ccc(C(=O)NCc2cccs2)cc1 | 0% | 0.2% | 7% | 7% | 0%

Filtered by structure: the compounds so far with a tert-butyl group
SMILES | H37Rv inhibition | inhibitors of VEEV | tuberculosis growth | PhoP GFP inhibition | influenza NS1A | others
CC(C)(C)OC(=O)N1CCC(C(=O)Nc2cccc(C(=O)NCCCCc3ccccc3)c2)CC1 | / | i | / | / | -1%
CC(C)N(Cc1nc(-c2ccccc2)no1)C(=O)C(C)(C)C | -11% | 4.3% | 8% | -4% | 0%

The main list resumes, repeating the three entries before the break.
SMILES | H37Rv inhibition | inhibitors of VEEV | tuberculosis growth | PhoP GFP inhibition | influenza NS1A | others
CCC/C=N/NC(=O)c1[nH]c2c([N+](=O)[O-])cccc2c1C | 8% | i | 10% | -5% | 0%
Oc1ccc(N=Nc2c(O)ccc3ccccc23)cc1 | ? | 0.2% | 32% | -14% | 18µM*
CN(c1ccccc1)S(=O)(=O)c1ccc(C(=O)NCc2cccs2)cc1 | 0% | 0.2% | 7% | 7% | 0%
C[C@@H](NC(=O)c1[nH]cnc1C(=O)Nc1ccccc1)c1ccccc1 | ? | 3.3% | ? | / | -12%
Cc1ccc(S(=O)(=O)N2CCN(C(=O)Cn3c(=O)cnc4ccccc43)CC2)cc1 | 3% | 2.4% | 12% | / | -4%
CCOc1ccc(CCNS(=O)(=O)c2ccc3c(c2)NC(=O)CO3)cc1OCC | 0% | i | 17% | -4% | 3%
CCc1ccc(-n2c(=S)sc3c(=O)n(-c4ccccc4OC)c(=S)[nH]c32)cc1 | 11% | 1.6% | 31% | -3% | 9%
C/C(=N/NC(=O)c1cc(-c2ccc(Br)s2)[nH]n1)c1ccco1 | ? | 8.8% | 33% | -2% | 4%
CC[C@H](C)[C@H](NC(=O)c1ccccc1)C(=O)Nc1ccc(S(=O)(=O)Nc2cc(C)nc(C)n2)cc1 | -2% | i | 11% | 3% | 11%
O=C(c1ccc(CNS(=O)(=O)c2ccccc2)cc1)N1CCN(Cc2ccccc2)CC1 | -12% | i | 22% | 7% | 1%
Cc1ccc(NC(=O)CSc2ncnc3ccccc23)cc1S(=O)(=O)N1CCOCC1 | 8% | 1.3% | 25% | 9% | -6%
Cc1cc(C)n(-c2cc(O)c(-n3nc(C)cc3C)cc2O)n1 | -4% | 0.6% | 2% | -4% | 5%
COc1cc(N(C)C)c([N+](=O)[O-])cc1C(=O)N1CCOCC1 | -4% | 3.0% | -14% | -9% | 1%
CCOC(=O)N1CCN(c2ccc(S(=O)(=O)N3CCOCC3)cc2[N+](=O)[O-])CC1 | -14% | 2.1% | -8% | -1% | -2%
Cc1ccccc1C(=O)Nc1c(C)[nH]c(=O)[nH]c1=O | 3% | i | -21% | -8% | -12%
Cc1ccccc1NC(=O)c1csc2c1CCCC2 | -3% | 0.3% | 33% | 6% | -1%
